PAD4 inh: human PAD4 inhibitors, primary screen, biochemical, fluorescence polarization, 1536-well format; Protein-arginine deiminase type-4 (Homo sapiens), Q9UM07; inhibition, % at 6.36 µM; 0.41% of 330,000 active; recombinant PAD4, RCA probe fluorescence polarization;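 active means percent inhibition above a cutoff equal to the mean of all tested compounds plus 3 SD, cut at about 15% in these data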;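 further: 0% = PAD4 with RCA probe and DMSO and 100% = probe without PAD4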
PREPL inhibitor: PREPL enzyme inhibitors, primary screen, biochemical, fluorescence polarization | 0.68% of 320,000 active | recombinant PREPL, fluorescence polarization activity-based probe | inhibition, % at 5.96 µM | AID 2751, 2010; in the data active means inhibition above about 43%;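 further: 0% = enzyme with DMSO and 100% = wells lacking enzyme; many of its hits are not listed in these tables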
PAFAH1B3 inh: PAFAH1B3 enzyme inhibitors, primary screen, biochemical, fluorescence polarization, human. Platelet-activating factor acetylhydrolase IB subunit alpha1 (Homo sapiens), Q15102. recombinant PAFAH1B3, FP-rhodamine probe. inhibition, % at 3.39 µM. 0.28% of 340,000 active. AID 492972, 2010;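 active means inhibition above the screen-wide average of all tested compounds plus 3 SD, cut at about 25% in these data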;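 further: 0% = enzyme with DMSO only and 100% = wells lacking PAFAH1B3 protein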
Target sequence (Q15102 whole entry, looked up): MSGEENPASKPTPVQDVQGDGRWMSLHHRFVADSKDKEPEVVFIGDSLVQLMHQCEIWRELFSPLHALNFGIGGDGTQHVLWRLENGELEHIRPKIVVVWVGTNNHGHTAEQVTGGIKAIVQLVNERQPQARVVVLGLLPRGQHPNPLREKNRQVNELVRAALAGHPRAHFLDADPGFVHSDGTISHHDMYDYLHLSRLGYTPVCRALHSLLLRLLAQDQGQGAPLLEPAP
LYPLA2 counter: LYPLA2 inhibitors, primary screen, counter-screen for PME1 inhibitor project, biochemical, fluorescence polarization, FP-Rh probe ABPP; Acyl-protein thioesterase 2 (Homo sapiens), O95372; recombinant LYPLA2; inhibition, % at 5.9 µM; 0.38% of 320,000 active;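 active means inhibition above the screen-wide mean plus 3 SD, limit set per campaign, cut at about 26% in these data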;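 further: 0% = LYPLA2 with DMSO and 100% = wells lacking LYPLA2 enzyme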
Target sequence (O95372 whole entry, looked up): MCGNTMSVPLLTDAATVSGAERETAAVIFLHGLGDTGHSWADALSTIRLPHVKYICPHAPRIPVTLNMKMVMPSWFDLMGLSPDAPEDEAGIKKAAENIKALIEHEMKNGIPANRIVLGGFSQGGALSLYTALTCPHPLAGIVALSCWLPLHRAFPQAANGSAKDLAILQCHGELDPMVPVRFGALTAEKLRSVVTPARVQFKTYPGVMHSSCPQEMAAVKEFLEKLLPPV
LYPLA1 inh: LYPLA1 inhibitors, primary screen, counter-screen for PME1 inhibitor project, biochemical, fluorescence polarization, FP-Rh probe ABPP; AID 2174, 2009; Acyl-protein thioesterase 1 (Homo sapiens), O75608; recombinant LYPLA1; inhibition, % at 5.9 µM; 0.16% of 320,000 active;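 active means inhibition above the mean of all tested compounds plus 3 SD, set per campaign, cut at about 14% in these data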;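 further: inhibitors block serine hydrolase probe labeling of LYPLA1 so polarization falls; 0% = enzyme with DMSO and 100% = wells lacking LYPLA1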
Target sequence (O75608 whole entry, looked up): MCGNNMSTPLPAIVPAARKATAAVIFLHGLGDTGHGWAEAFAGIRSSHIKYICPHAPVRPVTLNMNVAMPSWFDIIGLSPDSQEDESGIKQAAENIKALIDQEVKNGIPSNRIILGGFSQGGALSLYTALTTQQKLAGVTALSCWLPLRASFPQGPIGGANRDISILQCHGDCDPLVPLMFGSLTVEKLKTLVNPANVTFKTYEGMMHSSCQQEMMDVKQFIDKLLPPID
GSTO1 counter: inhibitors of recombinant GSTO1, primary screen, counter-screen for RBBP9 inhibitor project, biochemical, fluorescence polarization | inhibition, % at 5.96 µM | activity-based probe fluorescence polarization | AID 1974, 2009 | 1.1% of 300,000 active;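 active means inhibition above the campaign mean inhibition plus 3 SD, cut at about 35% in these data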;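 further: 0% = GSTO1-1 with DMSO and 100% = wells lacking GSTO1-1 enzyme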
Target sequence (P78417 whole entry, looked up): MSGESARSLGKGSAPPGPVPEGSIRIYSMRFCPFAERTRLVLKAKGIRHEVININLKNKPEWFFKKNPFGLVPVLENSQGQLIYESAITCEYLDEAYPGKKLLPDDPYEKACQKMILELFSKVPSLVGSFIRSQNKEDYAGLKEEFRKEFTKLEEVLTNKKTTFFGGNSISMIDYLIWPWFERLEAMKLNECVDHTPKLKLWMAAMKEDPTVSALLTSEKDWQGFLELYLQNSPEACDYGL
PAFAH1B2 FP inh: PAFAH1B2 enzyme inhibitors, primary screen, biochemical, fluorescence polarization, human; Platelet-activating factor acetylhydrolase IB subunit alpha2 (Homo sapiens), P68402; recombinant PAFAH1B2, FP-rhodamine activity probe; inhibition, % at 3.39 µM; 1.2% of 340,000 active; AID 492953, 2010;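 active means inhibition above the mean of all tested compounds plus 3 SD, cut at about 24% in these data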;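 further: 0% = enzyme with DMSO and 100% = wells lacking PAFAH1B2; many of its hits are not listed in these tables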
pPAFAH inh: pPAFAH enzyme inhibitors, primary screen, biochemical, fluorescence polarization, human; Platelet-activating factor acetylhydrolase (Homo sapiens), Q13093; recombinant pPAFAH, FP-rhodamine probe fluorescence polarization; inhibition, % at 3.39 µM; 1.5% of 330,000 active;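 active means inhibition above the mean inhibition across the screen plus 3 SD, cut at about 25% in these data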;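 further: inhibitors block binding of the rhodamine activity-based probe so polarization drops; 0% = enzyme with DMSO and 100% = wells lacking pPAFAH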
PAFAH2 inh: PAFAH2 enzyme inhibitors, primary screen, biochemical, fluorescence polarization, human; 0.99% of 340,000 active; recombinant PAFAH2, FP-rhodamine activity probe; Platelet-activating factor acetylhydrolase 2, cytoplasmic (Homo sapiens), Q99487; inhibition, % at 3.39 µM;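 active means inhibition above the mean over all tested compounds plus 3 SD, cut at about 30% in these data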;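 further: inhibitors block probe labeling of enzyme so polarization drops; 0% = enzyme with DMSO and 100% = wells lacking PAFAH2 protein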
The depositor's hits bear a star; / = not tested or not shown. Not all compounds are listed; the hit share may differ from the screen's.

SMILES | PAD4 inh | PREPL inhibitor | PAFAH1B3 inh | LYPLA2 counter | LYPLA1 inh | GSTO1 counter | PAFAH1B2 FP inh | pPAFAH inh | PAFAH2 inh
O=C(CCc1nnc(-c2ccc3c(c2)OCO3)o1)NCCc1ccccc1F | 0 | -11 | 4 | -2 | 2 | 9 | 6 | 4 | 4
O=C(OCC1OC(n2cnc3c(N(C(=O)c4ccccc4)C(=O)c4ccccc4)ncnc32)C(O)C1F)c1ccccc1 (configuration not stated) | -1 | -9 | -10 | -22 | -13 | 4 | -1 | 10 | -12
Cc1cc(-c2ccccc2)n2ncc(C#N)c2n1 | 3 | 15 | -6 | 2 | 2 | 9 | 5 | 7 | 8
CC1CCC(NC(=O)CCCCn2c(=O)[nH]c3ccsc3c2=O)CC1 (configuration not stated) | -5 | 9 | -7 | 1 | 2 | 5 | 8 | 4 | -2
COc1ccc(/C=C2\Sc3ccc(C(=O)NCCN4CCCCCC4)cc3N(C)C2=O)cc1 | -3 | 38 | 0 | 12 | 1 | -4 | 0 | 8 | -3
CN(Cc1c(C(=O)N/N=C/c2c(F)cccc2Cl)nnn1-c1nonc1N)c1ccccc1 | 1 | -2 | 2 | -18 | -13 | -12 | 5 | 1 | -10
CCOc1ccc(NC(=O)COC(=O)Cn2cnnn2)cc1OCC | 4 | 10 | -2 | 0 | 2 | -1 | -6 | -2 | 1
Cc1nc(SCC(=O)Nc2c(C)n(C)n(-c3ccccc3)c2=O)c(C#N)c(C)c1C | 0 | 5 | 6 | -2 | -2 | / | 2 | 3 | 1
COc1ccc(NC(=O)CN(C)CC(=O)Nc2ccc(Cl)cc2F)cc1 | 0 | 13 | 0 | -7 | 0 | -1 | 0 | -1 | 4
COc1cccc(C2c3c(oc4ccccc4c3=O)C(=O)N2CCCN(C)C)c1OC (configuration not stated) | 0 | 0 | -1 | 9 | 4 | 9 | -1 | 3 | 8
COc1ccc(OC)c(S(=O)(=O)Nc2c(NC3CCCCC3)c3ccccc3oc2=O)c1 | -1 | 0 | 3 | -2 | 0 | -6 | 0 | 4 | 4
COc1ccccc1C(=O)Nc1ccc2c(c1)n(C)c(=O)n2C | 2 | 6 | 5 | 0 | 4 | 9 | 5 | 2 | 10
CCOc1ccc(CN2CCNC(=O)C2CC(=O)NCC2CCOCC2)cc1 (configuration not stated) | 0 | 1 | 2 | 0 | 2 | 4 | -1 | 2 | 0
COc1ccc(/C=C/C(=O)Nc2ccc3c(c2)OCCO3)cc1OC | -4 | 10 | 5 | -1 | -4 | -2 | -1 | 5 | -4
O=C(C1CC1)N1CCc2cc(Br)cc(S(=O)(=O)N3CCCCCC3)c21 | 1 | 6 | 0 | -3 | -5 | -10 | 2 | 3 | 3
CCN1C(=O)N[C@@H](CCc2ccccc2)C(C(C)=O)=C1C | -2 | -3 | -2 | -1 | 0 | 5 | 1 | 0 | 1
Cc1cc(-n2c(C)cc(C(=O)CSc3nnnn3-c3ccc(Cl)cc3)c2C)no1 | -2 | -9 | 8 | -2 | -1 | 3 | 4 | 8 | 2
COc1ccccc1NC(=S)NC(NC(=O)c1ccco1)C(Cl)(Cl)Cl (configuration not stated) | 5 | -7 | 2 | -1 | 1 | 3 | 3 | 1 | -5
C=CCCN(Cc1ccccc1)S(=O)(=O)c1cc(Br)ccc1Br | 0 | -5 | 8 | 5 | 0 | / | 1 | 2 | -3
O=C1Nc2cc(C(=O)N3CCOCC3)ccc2SC1N1CCOCC1 (configuration not stated) | 6 | 6 | 7 | 0 | -2 | 1 | 1 | -1 | 1
COc1ccc(-c2ccc(SCC(=O)N3CC(=O)Nc4ccccc43)nn2)cc1 | -1 | -115 | 4 | -2 | -7 | 6 | 2 | 3 | 4
O=C(O)CCCC(=O)N1CCN(c2nc(-c3ccccc3)c3ccccc3n2)CC1 | -2 | 3 | 2 | -1 | -1 | 6 | 3 | 7 | 1
CCCCNc1nc(N)nc(-c2cc(Cl)ccc2O)n1 | -1 | -1 | 5 | -9 | -1 | -6 | 2 | 2 | -3
COc1ccc(-c2sc3cc4c(cc3c2C#CCO)OCO4)cc1 | 0 | 27 | 3 | -1 | -3 | / | -1 | 13 | 2
Cc1cc(C)n(C(C)CC(=O)Nc2ccc3c(c2)OCO3)n1 (configuration not stated) | 5 | 3 | 1 | 1 | 1 | 1 | 3 | 4 | -4
(cont.)
SMILES | PAD4 inh | PREPL inhibitor | PAFAH1B3 inh | LYPLA2 counter | LYPLA1 inh | GSTO1 counter | PAFAH1B2 FP inh | pPAFAH inh | PAFAH2 inh
O=C(NC1CCCCCC1)C1CCCN(S(=O)(=O)c2cccs2)C1 (configuration not stated) | 5 | -6 | -2 | 10 | 8 | 5 | 10 | 1 | 15
COC(=O)c1ccccc1NC(=O)Nc1ccc(Br)cn1 | -6 | 14 | 6 | 6 | -2 | 6 | 1 | -6 | 1
O=S(=O)(Nc1nc2cc3c(cc2nc1Cl)OCCO3)c1ccccc1 | 0 | -1 | 4 | -6 | -4 | 28 | 5 | 4 | 2
CC(C)CN(CC(C)C)C(=O)COc1ccccc1C(N)=O | -2 | -7 | 3 | -9 | -4 | -1 | 1 | 5 | 5
CC(=O)c1cccc(OCC(=O)OCC(=O)Nc2cc(S(=O)(=O)N3CCCCC3)ccc2C)c1 | -1 | 6 | 0 | / | / | / | 0 | 1 | 2
O=C1c2ccccc2C(Nc2ccc3c(c2)OCCO3)N1Cc1ccccc1 (configuration not stated) | 5 | 2 | 6 | 4 | 1 | 2 | 4 | 11 | 2
CCCCOc1ccc(N(CC(=O)NCCOC)C(=O)CCC(=O)Nc2ccccn2)cc1 | 4 | 18 | -5 | 0 | 0 | 9 | -2 | 2 | -2
CCCn1cnc2cc(NCc3ccccn3)ccc21 | -16 | 29 | 1 | 3 | 2 | 11 | 0 | 5 | 11
CC(C)Cn1c(SC(C)C(=O)NC2CC2)nnc1-c1ccccc1F (configuration not stated) | 2 | 1 | 9 | 1 | 0 | / | 3 | 4 | 6
Cc1cc(C(=O)OCC(=O)Nc2ccccc2C)c(C)o1 | -6 | 2 | 0 | 8 | 4 | / | 2 | 4 | 28
CCN1C(=O)[C@@H]2[C@@H](c3ccc(SC4CCCCC4)c(OC)c3)N3CCC[C@@]3(C(=O)OC)[C@@H]2C1=O | -1 | -6 | 4 | 2 | -1 | 2 | 3 | 15 | 5
COc1ccc(S(=O)(=O)NNC(=O)c2sccc2-n2cccc2)cc1 | -8 | -10 | 11 | 1 | 3 | 4 | 16 | 3 | -3
O=C(COc1ccccc1[N+](=O)[O-])NC1CC1 | -1 | -3 | -3 | -6 | -1 | -2 | -4 | 3 | -4
CCCCn1c(N)c(N(CCOC)C(=O)C2CC(=O)N(Cc3ccc(C)cc3)C2)c(=O)[nH]c1=O (configuration not stated) | 3 | 2 | 3 | 1 | -1 | 1 | 4 | 1 | 0
COc1ccc(NC(=O)CN(C2CCCCC2)S(C)(=O)=O)cc1Cl | -1 | 1 | 6 | 1 | -2 | -8 | 2 | 1 | 3
COc1cc(C(=O)N2CCN(C3CCCCC3)CC2)cc(OC)c1OC | -1 | -2 | -2 | 0 | -2 | -3 | 2 | -1 | -4
CC(=O)NCc1ccc(S(=O)(=O)N/N=C/c2ccc(Br)cc2)cc1 | 0 | -6 | 9 | 3 | -2 | 6 | 6 | 4 | 4
O=c1c2[nH]c3cccc(Cl)c3c2ncn1Cc1ccncc1 | -4 | 5 | 3 | -12 | -7 | 6 | 4 | -1 | -3
O=C(CCCNS(=O)(=O)c1cccc2nsnc12)NCc1ccc(Cl)cc1 | 1 | 12 | -3 | 3 | 1 | 17 | 16 | 5 | -3
Cc1cccc2cc(=O)[nH]c(C)c12 | 2 | -4 | 5 | -6 | -3 | -1 | 2 | -3 | 8
O=C(NCC1CCCO1)Nc1cc(Cl)cc(Cl)c1 (configuration not stated) | -4 | 1 | 0 | -3 | 3 | -2 | -5 | -1 | 1
O=C(NCCOc1ccccc1F)Nc1ccc(Br)cc1 | -8 | -32 | 9 | -4 | -5 | -2 | 7 | 7 | 4
COc1ccccc1NC(=O)N(Cc1ccc2c(c1)OCO2)Cc1nc2ccccc2c(=O)[nH]1 | 0 | 0 | 5 | -5 | 2 | -1 | 9 | 1 | 4
Brc1cc(-c2ccccc2)nc(-c2ccccc2)n1 | 1 | 0 | / | 2 | 0 | -3 | / | 0 | /
O=C(COC(=O)Cc1cccc(F)c1)NCCc1ccccc1 | 1 | -2 | 0 | 8 | 0 | / | 2 | 5 | 2
More compounds
SMILES | PAD4 inh | PREPL inhibitor | PAFAH1B3 inh | LYPLA2 counter | LYPLA1 inh | GSTO1 counter | PAFAH1B2 FP inh | pPAFAH inh | PAFAH2 inh
CCCN(Cc1nnc(-c2ccccc2Cl)o1)C(=O)c1ccc(C)c(S(=O)(=O)N2CCOCC2)c1 | -6 | 22 | 4 | 1 | -3 | -6 | 6 | -2 | 3
Cc1ccc(Cl)cc1NC(=O)c1cc(NC(=O)C2CCCCC2C(=O)O)ccc1N1CCOCC1 (configuration not stated) | -2 | 6 | -2 | 7 | 2 | 4 | 4 | 2 | -2
Cc1c(NC(=S)N2CCN(c3cccc(Cl)c3)CC2)c(=O)n(-c2ccccc2)n1C | -2 | 14 | 7 | -9 | -3 | 3 | 2 | 3 | 4
Cc1ccc(S(=O)(=O)N(C(=O)c2ccncc2)c2ccc(OC(=O)c3ccncc3)cc2)cc1 | 0 | -7 | -5 | 5 | -2 | 5 | 6 | 3 | 7
O=C(Cn1c(=O)oc2ccccc21)NCc1ccco1 | -4 | 5 | 3 | -3 | 1 | -2 | -1 | 4 | 2
CNC(=S)N/N=C(\C)c1ccc(C)c(C)c1 | -1 | 7 | -1 | -1 | -1 | 8 | -1 | -3 | -9
CCOC(=O)C1(CCCc2ccccc2)CCN(C(=O)C2CCCO2)CC1 (configuration not stated) | -5 | 9 | -1 | 1 | 1 | 0 | 4 | 0 | 0
CCOC(=O)Cc1csc(NC(=O)Cc2ccccc2)n1 | -3 | 1 | 7 | 0 | 5 | 18 | -1 | 2 | 5
CCCn1c(N)cc(=O)n(C)c1=O | 1 | -7 | -1 | 2 | -2 | 5 | -3 | -2 | 3
CCNC(=O)C1CCCN1C(=O)C(CCCN=C(N)N)NC(=O)C(CC(C)C)NC(=O)C(Cc1cn(Cc2ccccc2)cn1)NC(=O)C(Cc1ccc(O)cc1)NC(=O)C(CO)NC(=O)C(Cc1c[nH]c2ccccc12)NC(=O)C(Cc1cnc[nH]1)NC(=O)C1CCC(=O)N1 (configuration not stated) | -3 | 24 | / | -1 | 3 | 2 | / | 2 | /

Grouped by structure, those above containing a cyano group.
SMILES | PAD4 inh | PREPL inhibitor | PAFAH1B3 inh | LYPLA2 counter | LYPLA1 inh | GSTO1 counter | PAFAH1B2 FP inh | pPAFAH inh | PAFAH2 inh
Cc1cc(-c2ccccc2)n2ncc(C#N)c2n1 | 3 | 15 | -6 | 2 | 2 | 9 | 5 | 7 | 8
Cc1nc(SCC(=O)Nc2c(C)n(C)n(-c3ccccc3)c2=O)c(C#N)c(C)c1C | 0 | 5 | 6 | -2 | -2 | / | 2 | 3 | 1

Screening results (PubChem)
